Screens from PubChem.
D2 potentiator: HTS Assay for Positive Allosteric Modulators of the Human D2 Dopamine Receptor: Primary Screen for Potentiators; AID 485347, 2010; HEK293 T-REx D2, calcium flux, EC20 dopamine potentiation; actives 0.34% (n = 340,000); potentiation, % at 10 µM; D(2) dopamine receptor (Homo sapiens), P14416;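 active = potentiation over 3 SD above the plate norm, cut at about 30% in these data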; note: 0% is about no effect
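Using a no-wash calcium dye in inducible, force-coupled HEK293 Trex cells expressing D2, we tracked fluorescence each second for 180 s after compound, then for 180 s after EC20 dopamine to detect augmented signalling.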
D1 antag: Antagonist of Human D 1 Dopamine Receptor: qHTS; AID 504652, 2011; HEK293 TREx D1 cells, calcium flux, dopamine EC80; hits give low values; activity change, negative = inhibition, % at 10 µM; actives 3.2% (n = 360,000); in the data active = activity change below about -30%; note: % is set by controls: 0 for no effect and ±100 for the full control effect
Target sequence (P21728 whole entry, looked up): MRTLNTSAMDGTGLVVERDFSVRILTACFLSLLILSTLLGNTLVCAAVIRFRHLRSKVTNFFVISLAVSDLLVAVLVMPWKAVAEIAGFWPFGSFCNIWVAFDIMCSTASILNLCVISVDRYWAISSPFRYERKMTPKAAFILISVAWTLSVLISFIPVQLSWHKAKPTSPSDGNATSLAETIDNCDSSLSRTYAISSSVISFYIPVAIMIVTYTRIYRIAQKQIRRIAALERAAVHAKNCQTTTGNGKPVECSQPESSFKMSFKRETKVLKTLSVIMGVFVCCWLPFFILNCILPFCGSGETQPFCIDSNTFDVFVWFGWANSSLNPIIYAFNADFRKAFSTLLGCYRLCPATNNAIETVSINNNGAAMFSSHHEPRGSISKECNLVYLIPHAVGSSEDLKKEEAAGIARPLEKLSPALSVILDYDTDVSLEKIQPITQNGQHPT
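Antagonism measured as reduced calcium response to an EC80 dopamine addition following 180 s compound pre-read; cells were inducible HEK293 Trex D1 plated overnight at 30 C, read kinetically at 1 cycle/sec.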
Glioma ERSR ind: qHTS for Inducers of the Endoplasmic Reticulum Stress Response (ERSR) in Human Glioma: qHTS | U87-MG GRP78 promoter luciferase reporter, 16 h | Potency, µM, without a hit: at the top dose activation, hits mostly activators | actives 0.02% (n = 420,000) | AID 602332, 2012; note: potency is the fitted concentration of half-maximal effect; series mostly up to about 76 µM; % of control where 0% means no effect; nearly all actives have a fitted effect of over 35% in size
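Stably transfected U87-MG human glioma cells carrying a GRP78-based luminescent sensor were seeded at 1000 cells/well, pin-dosed with compounds and incubated 16 h. Luciferase reagent was then added, and end-point luminescence was read after 10 min at room temperature.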
D1 ag: Allosteric Agonists of the Human D1 Dopamine Receptor: qHTS | D(1A) dopamine receptor (Homo sapiens), P21728 | HEK293 T-REx D1 cells, calcium flux, agonist mode | activation, % at 2 µM | actives 1% (n = 360,000); in the data active = activation above about 30%; note: 0% is about no effect
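Inducible HEK293 T-REx D1 cells, force-coupled to calcium signalling, were plated at 4000 cells/well with tetracycline and held overnight at 30 C. After no-wash calcium dye loading, compound-evoked calcium rise over 180 s flagged agonists.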
Vif-APOBEC3F blk: qHTS for Inhibitors of Vif-A3F Interactions: qHTS | HeLa A3F-eYFP + Vif (tagged APOBEC3F with the HIV-1 protein that degrades it), YFP fluorescence increase | AID 602313, 2012 | Potency, µM (series often up to 46.1 µM), inactives show top-dose activity, negative = active | actives 0.2% (n = 390,000); note: potency is the fitted concentration of half-maximal effect; % of control where 0% means no effect; nearly all actives have a fitted effect of over 65% in size
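HeLa cells stably expressing Vif plus C-terminally eYFP-tagged A3F were seeded, incubated overnight at 37 deg C, dosed with compound, incubated overnight again at 37 deg C. Yellow fluorescence (Ex 488/Em 500-530) reported blocked Vif-mediated A3F-eYFP degradation.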
D1 potentiator: Potentiators of Human D1 Dopamine Receptor: qHTS | AID 504651, 2011 | potentiation, % at 10 µM | D(1A) dopamine receptor (Homo sapiens), P21728 | actives 0.036% (n = 360,000) | HEK293 TREx D1 cells, calcium flux, dopamine EC20 potentiation; in the data active = potentiation above about 30%; note: 0% is about no effect
Vif-A3G inh: qHTS for Inhibitors of Vif-A3G Interactions: qHTS; DNA dC->dU-editing enzyme APOBEC-3G (Homo sapiens), Q9HC16; HeLa A3G-eYFP + Vif (tagged APOBEC3G with the HIV-1 protein that degrades it), YFP fluorescence, overnight; Potency, µM (doses to about 46.1 µM), for the others: at the highest dose activity, negative = active, actives largely listed as inhibitors; actives 0.076% (n = 410,000);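 note: potency is the fitted concentration of half-maximal effect; % is set by controls: 0 for no effect and ±100 for the full control effect; nearly all actives have a fitted effect of over 60% in size; hits raise eYFP signal because A3G escapes Vif-driven loss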
Target sequence (Q9HC16 whole entry, looked up): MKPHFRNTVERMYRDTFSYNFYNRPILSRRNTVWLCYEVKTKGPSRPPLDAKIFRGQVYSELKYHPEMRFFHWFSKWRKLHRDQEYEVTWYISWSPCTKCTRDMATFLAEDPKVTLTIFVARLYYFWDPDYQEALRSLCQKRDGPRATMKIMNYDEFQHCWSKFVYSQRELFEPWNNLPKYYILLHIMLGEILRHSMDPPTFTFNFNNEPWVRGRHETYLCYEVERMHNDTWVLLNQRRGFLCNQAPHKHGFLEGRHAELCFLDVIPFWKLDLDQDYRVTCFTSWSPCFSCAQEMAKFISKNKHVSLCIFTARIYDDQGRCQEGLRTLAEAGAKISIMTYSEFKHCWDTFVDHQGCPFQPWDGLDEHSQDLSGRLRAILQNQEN
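HeLa cells stably expressing Vif and C-terminally eYFP-tagged A3G, seeded overnight at 37 deg C, then exposed to compound by pintool overnight at 37 deg C. Rise in yellow fluorescence (Ex 488/Em 500-530, Acumen) marks blocked Vif-driven A3G degradation.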
RXFP1 antagonist: qHTS Assay for Antagonists of the Relaxin Receptor RXFP1; Relaxin receptor 1 (Homo sapiens), Q9HBX9; HEK293-RXFP1, relaxin-stimulated cAMP HTRF, 30 min; hits give low values; activity change, negative = inhibition, % at 57.5 µM; actives 0.59% (n = 350,000);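 active = activity change of -60% or lower, but not beyond a set lower limit; inconclusive = change between -60% and -40%, or beyond the set limit; inactive = change above -40%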; note: % is set by controls: 0 for no effect and ±100 for the full control effect
RXFP1 ag: qHTS Assay for Agonists of the Relaxin Receptor RXFP1 | Relaxin receptor 1 (Homo sapiens), Q9HBX9 | HEK293T-RXFP1 cAMP TR-FRET, 30 min; response scale: percent of porcine relaxin response, buffer zero | Potency, µM (doses to about 57.5 µM), without a hit: at the top dose activation, actives largely listed as activators | actives 0.3% (n = 370,000) | AID 2676, 2010; note: potency is the fitted concentration of half-maximal effect; % is set by controls: 0 for no effect and ±100 for the full control effect; nearly all actives have a fitted effect of over 60% in size; many of its hits are not listed in these tables
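cAMP rise read by TR-FRET after 30 min, 37C compound exposure (up to 58 uM) in RXFP1-transfected HEK293 cells with Ro 20174 present. EC50 from Hill-equation fits, with 29 nM porcine relaxin as 100% and buffer as basal.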
* = called active by the depositor; ? = inconclusive; · = no result given; & = joins results of further samples. Unless noted, calls come from the whole dose curve; as a rule, active = well fitted curve in the direction sought with a large enough effect; inconclusive = small, poorly fitted or top-dose-only effect, or another doubt; inactive = no such curve, though single readings can be large; an effect the other way counts as inactive or inconclusive. This is a subset; rates above refer to the full screens.

SMILES	D2 potentiator	D1 antag	Glioma ERSR ind	D1 ag	Vif-APOBEC3F blk	D1 potentiator	Vif-A3G inh	RXFP1 antagonist	RXFP1 ag
Cc1ccc(NS(=O)(=O)c2ccc(C)c(NC(=O)COc3ccc4ccccc4c3)c2)c(C)c1	-7	-15	-3%	12	2%	-8	9%	-20	2.9%
O=C(c1ccc(-c2cc(Cl)ccc2Cl)o1)N1CCOCC1	10	0	3%	1	1%	1	-6%	-23	2.7%
COc1ccc(-c2noc(CN3CCOCC3)n2)cc1OC	4	-8	0%	-1	?	-1	1%	-3	-0.3%
COc1ccc(Cc2nnc(NC(=O)c3ccco3)s2)cc1OC	4	11	-2%	3	-5%	-7	1%	-6	1.0%
COC(=O)Cn1c(CN2CCN(c3ccc(F)cc3)CC2)nc2c1c(=O)n(C)c(=O)n2C	-30	12	-4%	1	2%	3	2%	-4	3.8%
CC1(C)CC(=O)c2cc(C(=O)N3CCCC(C)(C)C3)c(=O)n(-c3ccccc3)c2C1	1	12	0%	1	5%	2	1%	6	-0.8%
Cc1ccc(NC(=O)C(C)N2C(=O)c3ccccc3C2=O)cc1C (configuration not stated)	-3	5	-5%	-1	0%	-1	0%	17	-2.7%
CC(C)CN1C(=O)c2ccc(C(=O)Nc3ccccc3C(=O)O)cc2C1=O	14	4	-1%	3	-1%	-2	-17%	-25	4.3%
CCCCC(NC(=O)c1ccc(Cl)cc1)C(=O)O (configuration not stated)	0	-9	0%	2	-3%	-5	-6%	-3	1.4%
COC1CCCN(C(=O)c2ccc(OC3CCN(CCc4ccccc4)CC3)cc2)C1 (configuration not stated)	-20	-1	-1%	4	-6%	-4	3%	-12	1.1%
CCN(c1ccccc1)S(=O)(=O)c1ccc(OCc2c(C)noc2C)cc1	-10	-32*	-3%	16	-1%	-7	1%	-6	0.5%
CCOCN(C(=O)CSc1nc2ccccc2[nH]1)c1c(C)cccc1CC	-3	-28	-5%	7	-3%	-4	9%	·	3.9%
COc1ccc(CCNC(=O)c2cc(S(=O)(=O)N3CCCCC3)c[nH]2)cc1OC	12	1	-3%	3	2%	-3	-1%	-2	1.4%
O=C1CCc2cc(Br)ccc2O1	·	·	-6%	·	-19%	·	1%	-10	·
CN1C(=O)CC(c2ccccc2)C1=O (configuration not stated)	·	-3	-4%	-2	0%	3	2%	7	-0.1%
CCOC(=O)c1cc(CC)sc1NC(=O)CN1CCN(C(=O)c2ccco2)CC1	-3	-27	1%	109*	-20%	-8	0%	-13	0.8%
CCN(CC)c1ccc(S(=O)(=O)N2CCOCC2)cc1NC(=O)CSc1nncs1	6	-5	-1%	7	2%	-4	0%	5	4.7%
COc1cccc(OCC(O)CN(CCO)Cc2ccccc2)c1 (configuration not stated)	-4	9	-2%	2	-1%	-3	1%	-7	2.1%
CC(C)OCCCNC(=O)C(=O)N/N=C/c1ccc(OCc2ccccc2)cc1	5	1	-2%	4	2%	-2	1%	0	-0.4%
Cc1c(C(=O)NCCCN2CCCCC2)oc2ccc3c(c12)C(O)CC1(CCCCC1)O3 (configuration not stated)	·	10	-5%	15	10%	4	3%	6	1.4%
CC1(C)C2CCC1(CS(=O)(=O)N1CCN(c3ccc(F)cc3)CC1)C(=O)C2 (configuration not stated)	11	-9	-2%	4	-4%	-4	0%	0	-0.8%
CC(=O)Nc1ccc(C(=O)N(C)C(C(=O)Nc2ccc(C)cc2)c2ccccn2)cc1 (configuration not stated)	3	-1	-3%	0	-7%	-4	1%	5	0.0%
O=C(NC(=S)Nc1cccc(C(F)(F)F)c1)c1ccc2nonc2c1	-5	-15	2%	3	-19%	-2	0%	-30	0.4%
C=CCCC(=O)N1CCC(n2nccc2NC(=O)CCCc2ccccc2)CC1	0	-10	2%	4	4%	-7	0%	-3	2.7%
CC(CNC(=O)c1ccc(Cn2c(=O)c3cccn3c3cccnc32)cc1)c1ccccc1 (configuration not stated)	-3	-10	-3%	2	4%	-3	-13%	-1	-0.9%
Cc1cc(F)ccc1S(=O)(=O)Nc1ccccc1C(=O)NCc1cccnc1	6	-2	-3%	5	8%	2	1%	-8	-2.1%
C[C@]12C=CC(=O)C=C1CCC1C3CC[C@](O)(C(=O)CO)[C@@]3(C)CC3OC312 (some centres not stated)	-2	-8	-2%	0	4%	-3	-2%	16	-0.8%
Cc1ccc(C(=O)NC2(O)C(=O)c3ccccc3C2=O)cc1C	-1	33	9%	1	1%	-2	-1%	5	0.0%
CN(c1ccccc1)S(=O)(=O)c1cccc(NC(=O)C2CC(=O)N(Cc3ccccc3)C2)c1 (configuration not stated)	2	0	-5%	1	15%	-2	-1%	4	0.0%
O=C(c1cccs1)n1nc(-c2ccc(Cl)cc2)nc1NCc1ccco1	2	26	5%	3	-5%	3	2%	-7	0.8%
CC(C)COC(=O)N(C)C[C@@H]1OCc2cnnn2CCCC(=O)N([C@@H](C)CO)C[C@@H]1C	·	·	-1%	·	9%	·	3%	-5	·
COC(=O)c1c(NC(=O)CCCOc2cccc(C)c2)sc2c1CCC(C)C2 (configuration not stated)	3	-17	?	0	-2%	-1	-2%	-11	-3.2%
Cc1ccc(-c2nc(C#N)c(NCCCn3ccnc3)o2)cc1	-7	6	1%	-1	5%	-2	2%	0	4.9%
CC(=O)c1c(C)nc(-c2ccc(Cl)cc2Cl)n1O	-24	-6	-5%	1	-1%	-2	0%	-2	2.9%
Cn1cnc([N+](=O)[O-])c1S(=O)(=O)c1cccc(Cl)c1	-5	7	-16%	1	4%	-4	?	2	0.3%
CCOC(=O)c1cc([N+](=O)[O-])sc1N	1	-3	-2%	0	-27%	-4	-13%	3	0.4%
C#C[C@]1(O)CC[C@H]2[C@@H]3CCC4=Cc5oncc5C[C@]4(C)[C@H]3CC[C@@]21C	·	·	-2%&-4%	·	-2%	·	0%	-15	·
CCCCCC(=O)N=Nc1c(O)[nH]c2ccc([N+](=O)[O-])cc12	3	4	-5%	-1	-8%	-2	-1%	-8	1.6%
COc1ccc(C(=O)N/N=C/C(Br)=C/c2ccccc2)cc1	-15	-14	5%	2	1%	-6	3%	-23	0.1%
CCOC(=O)N1CCN(C(=O)CSc2ncnc3ccccc23)CC1	-2	2	-5%	5	-7%	2	-5%	·	12%
Cc1ccc(CC(=O)Nc2cccc([N+](=O)[O-])c2)cc1	-4	-20	-4%	8	-9%	-2	0%	1	2.6%
Cc1ccc(/C=N/Nc2nncn2N)cc1	8	-5	-17%	0	8%	-6	-7%	6	0.1%
O=C(NCC1CCCCC1)c1cc(S(=O)(=O)N2CCOCC2)ccc1F	5	-2	-5%	0	-8%	0	1%	-6	0.0%
Cc1ccccc1OCC(=O)N1CCC(c2nc3ccccc3s2)CC1	0	4	-2%	-3	3%	0	1%	-20	0.1%
Cc1ccc(NC(=O)N2CCC(NC(=O)c3cccc(C)c3)CC2)cc1	2	2	-1%	-1	8%	3	-2%	-31	-1.6%
CCC(C)c1ccc(NC(=O)CN(C)CC(=O)Nc2cccc(OC)c2)cc1 (configuration not stated)	0	-12	-2%	1	-1%	1	-2%	1	2.6%
O=C(C1=C[C@@H](c2csc3ccccc23)C[C@@H](OCc2ccc(CO)cc2)O1)N1CCN(Cc2ccccc2)CC1	2	-7	-2%	7	-29%	-4	0%	·	-0.3%
Cc1ccc(Nc2sc(C(=O)c3ccccc3)c(N)c2C(N)=O)cc1	9	5	-3%	0	-17%	-2	?	-27	1.2%
OC(COc1ccc(Cl)cc1Cl)CN1CCc2ccccc2C1 (configuration not stated)	-24	-1	-5%	7	-5%	-6	-8%	-19	-1.3%
CCCn1c(Nc2ccc(Cl)cc2)nc2ccccc21	-13	-6	0%	1	0%	-1	0%	-10	-1.1%
CCOC(=O)c1c(S(=O)(=O)N2CCCC(C(=O)NCc3ccc(Cl)cc3)C2)c(C)n(C)c1C (configuration not stated)	-17	-5	-3%	0	2%	3	0%	-3	1.2%
CCCNC(=O)N(C)C[C@H]1Oc2cc(Br)ccc2S(=O)(=O)N([C@@H](C)CO)C[C@@H]1C	·	·	3%	·	-3%	·	-2%	2	·
Cn1c(SCC(=O)O)nc2ccccc2c1=O	3	9	-3%	5	-6%	4	2%	-13	-0.5%
O=S(=O)(Nc1ccc(Cl)cc1)c1ccc(N2CCOCC2)c(NC(=S)NC2CC2)c1	-9	-4	-3%	8	4%	-7	-6%	-1	-2.8%
CCN(CC)C(=S)SCC(=O)c1ccc(Br)cc1	18	-18	-1%	7	2%	-9	-2%	-21	0.7%
Cn1c(CC(O)c2nc3ccccc3n2C)nc2ccccc21 (configuration not stated)	·	·	1%	·	7%	·	2%	10	·
O=C(NCc1cccc(Cl)c1)c1ccc2nc[nH]c2c1	-2	-9	-2%	6	-17%	-5	-9%	-6	0.8%
COc1ccc(C(C(=O)NC(C)(C)C)N(Cc2ccco2)C(=O)CCC(=O)Nc2ccccn2)cc1 (configuration not stated)	-11	13	-1%	2	22%	-14	0%	-2	-0.9%
O=C(Cc1ccc(Cl)cc1)NNC(=O)c1ccco1	1	-1	5%	3	2%	2	3%	7	0.1%
Cc1ccc2cccc(S(=O)(=O)N3CCN(c4cccc(Cl)c4)CC3)c2n1	2	-5	-4%	2	2%	-4	-19%	-6	1.6%
